Compound activity deposited in PubChem BioAssay by National Center for Advancing Translational Sciences (NCATS).
AT treatment = potential ataxia-telangiectasia treatments restoring KAP-1 phosphorylation; […] A-T fibroblasts, KAP-1 phosphorylation AlphaLISA; neocarzinostatin DNA damage 30 min before lysis; Potency, µM (series often up to 57.5 µM), for inactives: at the highest dose activation, hits mostly activators; actives 0.19% (n = 320,000); AID 485349; note: potency is the fitted concentration of half-maximal effect; % of control where 0% means no effect; nearly all actives have a fitted effect of over 45% in size
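ATM-like activity read as KAP-1 phosphorylation via AlphaLISA donor/acceptor antibody pairs after lysis and 6 hr at 25C. Cells were ATM-null patient fibroblasts ([…], hTERT), dosed 60 min, then exposed to the DSB inducer NCS for 30 min.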
ASM inhibitor = inhibitors of human secretory acid sphingomyelinase; Potency, µM (top dose mostly 57.5 µM), for the others: at the top dose activity change, negative = inhibition, most hits filed as inhibitors; P17405; actives 0.006% (n = 340,000); placental ASM, HMU-PC fluorogenic substrate, 60 min; note: potency is the fitted concentration of half-maximal effect
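Steps: dispense placental human ASM, pin compound, wait 10 min at room temperature, add HMU-PC0 substrate at 9 uM final, incubate 60 min at 37 °C, add stop solution raising pH to 10, read fluorescence.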
Mito fusion act = blocks mitochondrial division or promotes mitochondrial fusion; S. cerevisiae fusion-defective mutant growth rescue, CellTiterGlo 48 h; Potency, µM (top dose mostly 46.1 µM), for the others: at the top dose growth rescue (activation), usual class: activators; actives 0.23% (n = 320,000); AID 485298;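 note: potency is the fitted concentration of half-maximal effect; % of control where 0% means no effect; nearly all actives have a fitted effect of over 45% in size; temperature-sensitive fusion mutants such as fzo1-1 at 37 °C on non-fermentable ethanol glycerol medium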
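Temperature-sensitive fusion-defective S. cerevisiae (e.g. fzo1-1, mgm1-5) were grown with compound in YPEG medium (3% ethanol, 3% glycerol) for 48 hours at 37C. Growth rescue was measured as viability by CellTiterGlo luminescence after 10 minutes at ambient.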
Tb PFK inh = T. brucei PFK enzyme inhibition; O15648; T. brucei PFK, ADP-Glo luminescence; Potency, µM (highest dose often 57.5 µM), inactives show at the highest dose activity, negative = inhibition, most hits filed as inhibitors; actives 0.17% (n = 330,000); AID 485367;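 note: potency is the fitted concentration of half-maximal effect; 0% = uninhibited 1x PFK enzyme wells and -100% = no-enzyme wells; nearly all actives have a fitted effect of over 60% in size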
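PFK 1.25 nM, F6P 0.5 mM, ATP 0.1 mM, 0.1 M TEA pH 8.0, 5 mM MgCl2, 0.01% Tween20, 0.1% BSA; 45 min RT. ADP-Glo readout. qHTS titration up to 57 uM; curves fitted, compounds curve-classed.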
ELG1 repair inh = ELG1-dependent DNA repair inhibition; AID 504467; Potency, µM (series often up to 46.1 µM), for inactives: top-dose activity change, negative = inhibition, most hits filed as inhibitors; HEK293T ELG1-luciferase reporter, luminescence, 16 h; DNA damage induced by 5-fluorouridine; actives 2.3% (n = 330,000); note: potency is the fitted concentration of half-maximal effect; % is set by controls: 0 for no effect and ±100 for the full control effect; nearly all actives have a fitted effect of over 55% in size
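In this reporter screen, reduction of luminescence relative to DMSO vehicle indicated activity. Compounds and 5-fluorouridine were added together to 2,000 cells per well, incubated for 16 hr at 37 °C, then developed with ONE-Glo.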
Eya2 phos inh = blocks the phosphatase activity of human Eya2 | Potency, µM (titrated, usually from 76.9 µM), without a hit: at the top dose activity, negative = inhibition, most hits filed as inhibitors | recombinant Eya2, OMFP fluorescence dephosphorylation (OMFP is methylfluorescein phosphate) | AID 488837 | actives 0.006% (n = 330,000); note: potency is the fitted concentration of half-maximal effect; % is set by controls: 0 for no effect and ±100 for the full control effect
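Eya2 protein (added as 0.2 uM solution) was preincubated with compound for 10 min at ambient temperature in 50 mM HEPES pH 7.5, 50 mM NaCl, 5 uM MgCl2, 0.05% BSA, 1 mM DTT. OMFP (added at 50 uM) then reacted 10 min; fluorescence read at 485/525 nm.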
TCR act = activators of T cell receptors | primary human leukocytes, anti-CD3, IL-2 HTRF, 48 h | Potency, µM (series often up to 9.22 µM), inactives show top-dose activation of IL-2 secretion, hits mostly activators | 330,000 tested, under 10 active | AID 504894; note: % of control where 0% means no effect
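1) Mix primary human leukocytes, a-CD3 beads and compound. 2) Incubate 48 hr. 3) Add HTRF IL-2 reagents (a-IL-2-K, a-IL-2-d2).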
Chronic BCR inh = chronic active BCR signaling inhibition; Potency, µM (series often up to 46.1 µM), without a hit: top-dose ratio change, negative = lower green/red ratio, hits mostly inhibitors; actives 0.05% (n = 340,000); AID 493014; ABC-DLBCL IkBa-CBG/CBR reporter, luminescence ratio, 4 h; active = well fitted inhibition curve with a large enough effect in the signal ratio, with a control signal flat, not every such curve was filed as active; inconclusive = small, poorly fitted or top-dose-only effect, or effect the other way, or a change in a side signal; the % refers to the signal ratio;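 note: potency is the fitted concentration of half-maximal effect; plate controls were basal doxycycline-induced cells for no effect and cells given 10 µM MG132 for full effect; MG132 reads +100%, hits lower the ratio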
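Doxycycline induced both beetle luciferases in TMD8 lymphoma cells; IKK-driven degradation limits the IkappaBalpha-fused green signal, while red luminescence normalises for cell number and nonspecific effects. Compounds tested up to 46 uM, 4 hrs.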
TSHR antagonist = blocks TSH signaling through the human TSH receptor; AID 504810; actives 0.2% (n = 330,000); TSHR-expressing cells, TSH-stimulated cAMP HTRF, 2 h; active compounds read low; activity change, negative = inhibition, % at 11.5 µM;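 active = activity change below a set negative limit, meaning inhibition stronger than a set level, cut at about -70% in these data; inconclusive = activity change between two set negative limits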; note: % is set by controls: 0 for no effect and ±100 for the full control effect
Target sequence (P16473 whole entry, looked up): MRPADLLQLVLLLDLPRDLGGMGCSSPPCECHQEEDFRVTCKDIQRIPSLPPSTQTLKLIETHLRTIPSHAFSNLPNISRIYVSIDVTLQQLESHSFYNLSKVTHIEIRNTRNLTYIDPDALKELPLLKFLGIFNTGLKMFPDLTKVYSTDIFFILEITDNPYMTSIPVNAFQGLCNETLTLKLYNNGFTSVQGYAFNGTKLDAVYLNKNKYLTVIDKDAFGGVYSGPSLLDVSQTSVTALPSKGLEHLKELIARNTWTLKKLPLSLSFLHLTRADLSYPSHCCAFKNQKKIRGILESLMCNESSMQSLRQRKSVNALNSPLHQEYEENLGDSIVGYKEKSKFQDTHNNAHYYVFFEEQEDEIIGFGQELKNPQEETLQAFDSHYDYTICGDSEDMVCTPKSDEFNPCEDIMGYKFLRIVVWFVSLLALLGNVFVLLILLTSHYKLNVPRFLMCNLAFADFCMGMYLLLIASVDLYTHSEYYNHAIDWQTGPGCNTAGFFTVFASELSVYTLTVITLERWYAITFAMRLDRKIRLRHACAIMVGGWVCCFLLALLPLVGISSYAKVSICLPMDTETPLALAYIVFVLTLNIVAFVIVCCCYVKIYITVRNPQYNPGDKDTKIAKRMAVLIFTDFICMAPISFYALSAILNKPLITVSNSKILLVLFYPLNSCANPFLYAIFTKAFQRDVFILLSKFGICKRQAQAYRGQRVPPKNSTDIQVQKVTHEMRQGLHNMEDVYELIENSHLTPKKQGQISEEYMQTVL
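Competitive HTRF cAMP read-out (cryptate anti-cAMP antibody, cAMP-d2; 30 min, room temperature) in freshly harvested TSHR cells. Compounds added before TSH at EC80 (4nM final), followed by 2 hours' incubation at 37 deg C.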
Integrin act MD = activates integrin-mediated alleviation for muscular dystrophy. AID 624291. Potency, µM (doses to about 38.3 µM), for the others: at the top dose activation, most hits filed as activators. actives 0.064% (n = 350,000). alpha7betagal myoblasts, beta-gal FDG fluorescence, 48 h;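 note: potency is the fitted concentration of half-maximal effect; 100% = response of the positive control SU9516; nearly all actives have a fitted effect of over 60% in size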
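alpha7betagal+/- myoblasts (passage 13, 250/well) treated 48 h at 37C with compounds at 1:260 dilution of DMSO stock. Lysed, then beta-galactosidase activity read as FDG fluorescence (ex 480/em 540) after 30 min, with pre-read for autofluorescence.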
PTAP TSG101 blk = blocks PTAP/TSG101 interaction to inhibit HIV-1 budding; 340,000 tested, under 10 active; Potency, µM (series often up to 115 µM), without a hit: top-dose activity change, negative = inhibition, most hits filed as inhibitors; Fluorescence polarization, FITC-PTAP peptide / Tsg101 binding; AID 493005; Q99816; active = well fitted inhibition curve with a large enough effect in the main read-out, with a control signal flat, not every such curve was filed as active; inconclusive = small, poorly fitted or top-dose-only effect, or effect the other way, or a change in a side signal; inactive = no such curve, though single readings can be large or run the other way; note: potency is the fitted concentration of half-maximal effect; % of control where 0% means no effect
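Compounds were pin-transferred onto Tsg101 binding domain (10 uM final) in HEPES pH 7.5 buffer, then FITC-PTAP peptide was added at 50 nM final. After 20 min at RT, polarization reported peptide displacement across a qHTS concentration series.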
* hit, by the source's call; ? = inconclusive; . = not tested or not shown; [ ] = dose if it differs, or a comment. Unless noted, calls come from the whole dose curve; as a rule, active = well fitted curve in the direction sought with a large enough effect; inconclusive = small, poorly fitted or top-dose-only effect, or another doubt; inactive = no such curve, though single readings can be large; an effect the other way counts as inactive or inconclusive.

SMILES | AT treatment | ASM inhibitor | Mito fusion act | Tb PFK inh | ELG1 repair inh | Eya2 phos inh | TCR act | Chronic BCR inh | TSHR antagonist | Integrin act MD | PTAP TSG101 blk
O=C(CCCn1nnc2ccccc2c1=O)N[C@@H](Cc1ccccc1)C(=O)O | 10% | -1% | 0% | -4% | -5% | 13% | 6% | -11% | -5 | 10% | 1%
CC(C)(C)N1C(=O)[C@H]2[C@@H](c3ccc(Br)cc3)N3C(=O)N(c4cccc(Cl)c4)C(=O)[C@@]3(C)[C@H]2C1=O | 7% | -10% | 18% | 0% | -2% | 14% | -10% | 7% | -9 | -2% | -3%
O=C(NCCS(=O)(=O)c1ccc(Br)cc1)c1ccc(Cl)cc1 | 14% | 1% | 3% | -27% | -1% | -21% | -10% | -7% | 9 | 0% | -5%
COCCN1CCC(CNCc2cn(-c3cc(C)ccc3C)nc2-c2ccccc2)C1 (configuration not stated) | 2% | 3% | -17% | 2% | -13% | 0% | 11% | 2% | -21 | -36% | -1%
CN(C)S(=O)(=O)c1ccc(-c2csnn2)s1 | 4% | -1% | -3% | -1% | 8% | 4% | 5% | -5% | 0 | 6% | -5%
CSc1nc(C)c2c(n1)N(c1ccc(F)cc1)CC2 | 8% | -1% | -1% | 5% | -11% | 1% | -3% | 7% | 0 | 3% | -1%
Cc1ccc(-c2nc(C(=O)O)cs2)cc1 | 2% | 1% | -3% | -1% | -3% | 8% | 4% | 19% | 7 | 18% | 1%
COc1ccc(N2CCN(C(=S)NC(=O)c3cccs3)CC2)c([N+](=O)[O-])c1 | 0% | -1% | -8% | -7% | ? | 6% | 1% | ? | -6 | -14% | -3%
COc1ccc(NC(=O)CSc2nnc(NC(=O)c3ccccc3C(=O)O)s2)cc1 | -2% | 1% | -3% | -3% | -4% | -10% | -2% | -17% | 1 | 18% | 1%
Cc1ccsc1CN(C)C(=O)C(NC(=O)c1cccc(S(=O)(=O)N2CCOCC2)c1)C(C)C (configuration not stated) | 4% | -1% | 0% | -7% | -15% | -9% | -3% | 0% | -5 | -7% | -1%
CN1CCC(N(C)S(=O)(=O)c2ccc(NC(=O)COc3ccc(F)cc3)cc2)CC1 | 2% | . | -7% | -17% | ? | -2% | 8% | 8% | 9 | 14% | -3%
Cc1cc(C(=O)COc2cccc3cccnc23)c(C)n1C | -1% | 0% | 2% | ? | ? | 41% | 2% | 0% | 5 | 0% | -21%
COc1ccc(/C=C/C(=O)Nc2ccc(C(N)=O)cc2)cc1OC | -3% | 25% | -5% | -2% | 0% | 13% | -13% | 0% | -5 | 7% | -4%
O=C(Nc1cccc2ccccc12)/C(=C/c1cccc([N+](=O)[O-])c1)NC(=O)c1cccs1 | 2% | 1% | 0% | -2% | ? | -28% | -1%[46.1 µM] | -9% | -6 | -5% | -9%
C=CCn1c(C(C)NC(=O)C(C)(C)C)nc2ccccc21 (configuration not stated) | -1% | 0% | -1% | -5% | ? | 1% | -3%[46.1 µM] | 3% | -5 | -7% | -4%
CCOc1ccccc1N1C(=O)CN(Cc2ccc(OC)c(OC)c2)C1=S | 18% | 2% | -12% | -1% | ? | 12% | -72% | ? | 1 | 3% | 0%
COc1ccc(OC)c(NC(=O)CCN2CCN(c3ccccc3)CC2)c1 | 8% | 2% | 8% | 3% | ? | 4% | 0% | -6% | -9 | -29% | -7%
C/C=C(\C)CN1CCC(n2nccc2NC(=O)c2ccc3c(c2)OCO3)CC1 | -1% | 0% | 4% | 0% | 10% | -6% | 2% | 1% | -4 | 22% | .
O=C(c1ccccc1)C1CN(c2ccccc2)CC1c1ccc(Cl)cc1 (configuration not stated) | -6% | -4% | 1% | -2%[0.46 µM] | -13% | 15% | -4% | 5% | -2 | 30% | -1%
COC(=O)c1nc(-c2ccccc2)oc1N1CCOCC1 | -10% | 2% | -1% | -1% | -5% | -7% | -8% | -12% | -6 | -32% | -2%
CN(C)S(=O)(=O)c1ccc(C(=O)NCc2nc3ccccc3s2)cc1 | -1% | 4% | -1% | 9% | 6% | -16% | 5% | ? | -2 | 4% | -3%
COC(=O)CN=Cc1c(O)n(-c2ccc(Cl)cn2)c(=O)c2ccccc12 | 7% | 13% | -3% | 3% | ? | 0% | -3% | 10% | -7 | 6% | -1%
CCOC(=O)c1ccc(NC(=O)NCc2ccccn2)cc1 | 20% | -2% | 2% | 1% | 11% | 1% | -2% | 0% | 29 | 43% | -7%
Cc1nnc(N(CCC#N)CCC#N)s1 | 9% | -1% | 1% | 1% | -3% | 8% | 5% | 0% | -3 | 19% | -7%
O=C(Nc1nncs1)C1COc2ccccc2O1 (configuration not stated) | 0% | 3% | 3% | 25% | ? | 10% | 1% | -10% | -2 | ? | -1%
CCOC(=O)C1=NN(C(=O)Cc2ccccc2)C(O)(c2ccc(Cl)cc2)C1 (configuration not stated) | 7% | -9% | 17% | 0% | 8% | 2% | 9%[46.1 µM] | 1% | 5 | -3% | 1%
Cc1ccc2c(c1)C(=O)C(=O)N2Cc1ccc(Cl)cc1 | 8% | 0% | . | -11% | ? | 0% | 1% | ? | 15 | -22% | -1%
COc1cccc(-c2ccc(C#N)c(SCC(=O)NCCc3ccccc3)n2)c1 | 6% | -2% | -5% | -3% | 20% | -14% | -3%[46.1 µM] | 0% | -1 | -43% | 0%
CCc1ccc(OCC(=O)NNC(=O)C2CCC2)cc1 | 6% | 4% | -7% | -12% | 3% | -3% | 5% | 1% | . | 4% | 1%
CCCNC(=O)COc1ncnc2sc(C)c(C)c12 | 4% | 4% | 0% | -6% | 5% | -12% | 5% | 1% | -2 | -10% | 0%
O=C(N/N=C/c1cc2c(cc1Br)OCO2)c1cc2ccccc2o1 | 5% | 19% | -21% | 0% | ? | -9% | 1% | ? | -13 | -32% | -6%
Cc1ccccc1C(=O)Nc1ccc2nc3n(c(=O)c2c1)CCC3 | 0% | 4% | 1% | -1% | 1% | 7% | 0% | ? | 16 | -7% | -1%
CCOc1nc(NC(=O)NC(=O)c2ccccc2)nc(-c2ccccc2)n1 | 0% | -4% | -2% | -7% | ? | -7% | 5%[46.1 µM] | 2% | 1 | 13% | 0%
CCc1ccc(NC(=O)Cc2c(C(=O)O)n(C)c3ccccc23)cc1 | 0% | 9% | 3% | -18% | 6% | 22% | . | ? | -2 | -5% | -9%

Four entries picked at random from the list so far, as already listed:
SMILES | AT treatment | ASM inhibitor | Mito fusion act | Tb PFK inh | ELG1 repair inh | Eya2 phos inh | TCR act | Chronic BCR inh | TSHR antagonist | Integrin act MD | PTAP TSG101 blk
Cc1cc(C(=O)COc2cccc3cccnc23)c(C)n1C | -1% | 0% | 2% | ? | ? | 41% | 2% | 0% | 5 | 0% | -21%
Cc1ccc2c(c1)C(=O)C(=O)N2Cc1ccc(Cl)cc1 | 8% | 0% | . | -11% | ? | 0% | 1% | ? | 15 | -22% | -1%
Cc1nnc(N(CCC#N)CCC#N)s1 | 9% | -1% | 1% | 1% | -3% | 8% | 5% | 0% | -3 | 19% | -7%
COC(=O)CN=Cc1c(O)n(-c2ccc(Cl)cn2)c(=O)c2ccccc12 | 7% | 13% | -3% | 3% | ? | 0% | -3% | 10% | -7 | 6% | -1%
